Compound activity (PubChem BioAssay)
ATXN2 expr inh: Primary qHTS for Inhibitors of ATXN expression | 0.72% of 360,000 active | HEK-293 ATXN2-luciferase reporter, luminescence, 24 h | Potency, µM (highest dose often 57 µM), without a hit: top-dose activity change, negative = inhibition, most hits filed as inhibitors; note: potency is the fitted concentration of half-maximal effect; % is set by controls: 0 for no effect and ±100 for the full control effect; nearly all actives have a fitted effect of over 55% in size
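qHTS (up to 57 uM final) was run with 24 h compound exposure of reporter cells at 37 °C. Each well was multiplexed: SteadyGlo luminescence measured ATXN2-luciferase expression after a fluorogenic Gly-Phe-AFC viability readout (25 uM final).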
HT1080 IDH1KD tx: qHTS for induction of synthetic lethality in tumor cells producing 2HG: qHTS for the HT-1080-IDH1KD cell line. 2% of 360,000 active. HT-1080 IDH1 knockdown viability, ATP luminescence, 48 h. Potency, µM (series often up to 46.1 µM), inactives show at the top dose activity, negative = toxicity, most hits filed as cytotoxic;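 note: potency is the fitted concentration of half-maximal effect; 0% = DMSO wells and -100% = cell-free medium wells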
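% activity derives from luminescence (CellTiter-Glo), normalised to DMSO and no-cell wells. HT-1080-IDH1KD cells, 750/well, had 48 h compound exposure at 37 °C.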
HT1080-NT tox: qHTS for induction of synthetic lethality in tumor cells producing 2HG: qHTS for the HT-1080-NT fibrosarcoma cell line; HT-1080-NT fibrosarcoma viability, CellTiter-Glo ATP luminescence, 48 h; Potency, µM (series often up to 46.1 µM), inactives show top-dose activity, negative = less viability, actives largely listed as cytotoxic; 1.6% of 360,000 active;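 note: NT is the 2HG producing partner of a matched IDH1 knockdown line; potency is the fitted concentration of half-maximal effect; 0% = DMSO-treated cells and -100% = media-only wells without cells; nearly all actives have a fitted effect of over 55% in size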
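Fibrosarcoma NT cells, 750 per well in 5% FBS RPMI, were exposed to compound for 48 hours. Viability: CellTiter-Glo luminescence.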
SW480 rerep: A quantitative high throughput screen for small molecules that induce DNA re-replication in SW480 colon adenocarcinoma cells | SW480 DNA re-replication, Hoechst DNA content imaging, 48 h | Potency, µM (titrated, usually from 46.1 µM), inactives show at the highest dose re-replication activation, hits mostly activators | 1.8% of 340,000 active | AID 624297, 2012; note: potency is the fitted concentration of half-maximal effect; % of control where 0% means no effect; nearly all actives have a fitted effect of over 55% in size
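DNA re-replication was detected as more nuclei of elevated Hoechst intensity after 48 hr exposure to compound (23 nL pinned per well of 250 cells).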
IL-1B inflam inh: qHTS for Inhibitors of Inflammasome Signaling: IL-1-beta AlphaLISA Primary Screen. AID 743279, 2014. 4.7% of 360,000 active. THP-1 LPS/ATP IL-1B secretion, AlphaLISA, 16 h; active compounds read low. activity change, % at 57.5 µM; in the data active = activity change below about -50%; inconclusive = mostly about -30% to -49%; note: % is set by controls: 0 for no effect and ±100 for the full control effect
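Secreted IL-1B measured by AlphaLISA bead assay after 16 h compound exposure of THP-1 cells; compounds (final up to 57.5 uM) added 1 h before LPS (250 ng/mL) and ATP (1.25 mM) stimulation; lower signal means less secretion.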
MCF10A rereplic: A quantitative high throughput screen for small molecules that induce DNA re-replication in MCF 10a normal breast cells; AID 624296, 2012; Potency, µM (titrated, usually from 46.1 µM), for the others: at the top dose activity, positive = re-replication, actives largely listed as activators; MCF 10A DNA re-replication, Hoechst nuclear intensity, 48 h; 2.9% of 350,000 active; note: potency is the fitted concentration of half-maximal effect; % of control where 0% means no effect; nearly all actives have a fitted effect of over 50% in size
KB-3-1 cytotox: qHTS assay for MDR1-selective chemotherapeutics: Primary screen using the parental adenocarcinoma cell KB-3-1; KB-3-1 viability, CellTiter-Glo ATP luminescence, 72 h; Potency, µM (top dose mostly 46.1 µM), inactives show at the highest dose activity change, negative = cytotoxic, most hits filed as cytotoxic; 1.4% of 400,000 active; AID 1347075, 2019; note: potency is the fitted concentration of half-maximal effect; % is set by controls: 0 for no effect and ±100 for the full control effect; nearly all actives have a fitted effect of over 60% in size
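Luminescent ATP read-out (CellTiter-Glo) measures survival of drug-naive KB-3-1 cells after 72 h compound exposure at 37 °C. Titration series was screened from lowest to highest concentration, with DMSO vehicle plates as background controls.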
KB-V1 cytotox: qHTS assay for MDR1-selective chemotherapeutics: Primary screen using the drug-selected MDR subline cells KB-V1. Potency, µM (doses to about 46.1 µM), for the others: at the highest dose activity change, negative = cytotoxicity, most hits filed as cytotoxic. KB-V1 MDR cells viability, CellTiter-Glo, 72 h. 3.4% of 400,000 active. AID 1347076, 2019; note: potency is the fitted concentration of half-maximal effect; % is set by controls: 0 for no effect and ±100 for the full control effect; nearly all actives have a fitted effect of over 60% in size
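Cytotoxicity toward P-gp-expressing KB-V1 cells was determined as loss of CellTiter-Glo luminescence after 72 h at 37 degrees C. Compounds were tested in quantitative HTS format across a concentration range, with curves fitted to normalized data.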
ATXN viability: Viability Counterscreen for Primary qHTS for Inhibitors of ATXN expression. 0.49% of 400,000 active. Potency, µM (doses to about 56.7 µM), most hits filed as cytotoxic. S2 cells (HEK-293 line with an ATXN2-luciferase reporter) viability, CellTiter-Fluor protease fluorescence, 24 h; note: potency is the fitted concentration of half-maximal effect; nearly all actives have a fitted effect of over 40% in size
* marks the source's active call; other numbers are inactive results; i = inactive; u = inconclusive; x = not tested or not shown; & = joins results of further samples; [ ] = dose if it differs, or a comment. Unless noted, calls come from the whole dose curve; as a rule, active = well fitted curve in the direction sought with a large enough effect; inconclusive = small, poorly fitted or top-dose-only effect, or another doubt; inactive = no such curve, though single readings can be large; an effect the other way counts as inactive or inconclusive.

SMILES | ATXN2 expr inh | HT1080 IDH1KD tx | HT1080-NT tox | SW480 rerep | IL-1B inflam inh | MCF10A rereplic | KB-3-1 cytotox | KB-V1 cytotox | ATXN viability
CCOc1ccc(CCNC(=O)C(C)n2nc(C)n3c(cc4occc43)c2=O)cc1OCC (centres undefined) | -8%&15% | 1% | 3% | 3% | -11 | 5% | -1%&0% | -10%&3% | i
CCCNC(=S)NC1CC2CCCC(C1)N2Cc1ccc(F)cc1 (centres undefined) | x | -3% | 5% | 4% | 1 | 3% | -3% | 5% | i
O=C(Nc1cccc2ccccc12)N(CCO)C1CCS(=O)(=O)C1 (centres undefined) | 24% | -4% | -1% | u | -14 | -8% | -1% | -16% | i
CN1CCN(Cc2nc3cc(NC(=O)COc4ccc([N+](=O)[O-])cc4)ccc3n2C)CC1 | -17% | 2% | 2% | 28% | 0 | 14% | 5% | 28% | i
COc1ccc(/C=C(\C#N)C(=O)OCC(=O)NC2CC2)cc1 | x | -14% | -6% | 8% | -10 | 0% | 0% | 0% | i
N#Cc1c(N)nc2c(c1N)CC(C(F)(F)F)O2 (centres undefined) | -18% | 0% | -1% | -26% | 17 | -27% | 0% | -1% | u
O=C(CSc1nnnn1C1CC1)N1CCN(c2ccc(O)cc2)CC1 | x | -9% | -1% | 0% | -15 | -10% | 1% | 4% | x
COc1ccc(C(=O)Nc2ccc3[nH]ccc3c2)cc1OC | 52%[activator] | -17% | -12% | 5% | -27 | u | u | -18% | i
CC(=O)C(Sc1nc(NC(C)(C)C)nc(N(C)C)n1)C(C)=O | 7% | -18% | -18% | -2% | u | u | 9% | u | i
CN1c2ccccc2C(O)=C(C(=S)Nc2ccc(Cl)cc2)S1(=O)=O | -16% | u | u | -1% | -13 | u | -13% | -7% | u
CCOc1ccc(NC(=O)CCS(=O)(=O)c2cccc3nsnc23)cc1 | 4% | 4% | 13% | -1% | -7 | 11% | -5% | u | i
CC1(C)CC2CC(C)(CN2/C=N/c2sc3c(c2C#N)CC(C)(C)NC3(C)C)C1 (centres undefined) | u | u | u | u | -88* | 19% | -23% | u | i
CCCCNC(=O)c1cc2c(=O)n3cccc(C)c3nc2n(CCN2CCOCC2)c1=N | -5% | 16% | 6% | u | -2 | u | 3% | 10µM* | i
CCNC(=S)N(Cc1ccc2c(c1)OCO2)C1CC(=O)N(c2ccc(F)cc2)C1=O (centres undefined) | -11% | -16% | -14% | 0% | 0 | 14% | -19% | -22% | i
Nc1ccnc(C(F)(F)F)c1C(=O)c1ccccc1 | 6% | 2% | -4% | 2% | -16 | -18% | -10% | -23% | i
COc1ccc(C2CC(c3cccc(Cl)c3)n3nc(N)nc3N2)cc1 (centres undefined) | 6% | 1% | 0% | 9% | u | 14% | 14% | -1% | i
CC(=O)c1ccc(NC(=O)COC(=O)c2c[nH]c3ccccc23)cc1 | 10% | 16% | 4% | -19% | 31 | -4% | u | 12% | i
Oc1ccccc1C1=Nc2ncnn2C(c2ccccc2)C1 (centres undefined) | -12% | 27% | 7% | -8% | 0 | -2% | -25% | -9% | i
CC1CN(S(=O)(=O)c2ccc(NC(=O)CCN3C(=O)c4ccccc4C3=O)cc2)CC(C)O1 (centres undefined) | -5% | 11% | 5% | -9% | -13 | -6% | -4% | -7% | u
Cc1cc(C)cc(OCc2nnc(SCC(=O)OC3CCCCC3)o2)c1 | 2% | -1% | 1% | -3% | 23 | 3% | -2% | 0% | i

A stretch from further up, for reference:
SMILES | ATXN2 expr inh | HT1080 IDH1KD tx | HT1080-NT tox | SW480 rerep | IL-1B inflam inh | MCF10A rereplic | KB-3-1 cytotox | KB-V1 cytotox | ATXN viability
CCOc1ccc(CCNC(=O)C(C)n2nc(C)n3c(cc4occc43)c2=O)cc1OCC (centres undefined) | -8%&15% | 1% | 3% | 3% | -11 | 5% | -1%&0% | -10%&3% | i
CCCNC(=S)NC1CC2CCCC(C1)N2Cc1ccc(F)cc1 (centres undefined) | x | -3% | 5% | 4% | 1 | 3% | -3% | 5% | i

Following part.
SMILES | ATXN2 expr inh | HT1080 IDH1KD tx | HT1080-NT tox | SW480 rerep | IL-1B inflam inh | MCF10A rereplic | KB-3-1 cytotox | KB-V1 cytotox | ATXN viability
CC1(C)CC(=O)C(C=NCC2CCN(C(=S)Nc3cccc(Cl)c3)CC2)=C(O)C1 | -19% | 0% | -1% | -5% | 12 | 2% | 0% | 19% | i
CC(C)NC(=O)c1ccccc1NC(=O)CCc1ccccc1 | -11% | -7% | 2% | -4% | 15 | -179%[0.0737 µM] | -2% | -3% | i
O=S(=O)(c1cccc(-c2csc(-c3ccccc3)n2)c1)N1CCOCC1 | 1% | 0% | 3% | u | -21 | 47%[0.0737 µM] | -3% | -19% | i
COCCN(C(=O)COC(=O)CCc1ccccc1OC)c1c(N)n(Cc2ccccc2)c(=O)[nH]c1=O | -7% | -2% | -7% | u | 14 | -1% | -1% | 7% | i
O=S(=O)(NC1CCCC1)c1cc(F)ccc1F | -7% | -1% | 0% | -9% | 1 | -9% | 18% | 10% | i
COc1ccc(S(=O)(=O)N2CC(C)N(S(=O)(=O)c3ccc(OC)cc3)CC2C)cc1 (centres undefined) | -2% | 9% | 0% | -15% | -6 | -9% | 10% | 0% | i
COC(=O)c1ccc(CSc2nc3ccc(S(=O)(=O)N4CCOCC4)cc3[nH]2)cc1 | -9% | 11% | 2% | -1% | u | u | 20% | 11% | i
N#Cc1cccc(NC(=O)C2SC(=Nc3ccccc3)C(C(=O)N3CCOCC3)=C2N)c1 (centres undefined) | 0% | 1% | -1% | 0% | -13 | -2% | 2% | -10% | i
CCn1nc(C)cc1C(=O)N1CCCC(CCC(=O)NCc2ccccc2F)C1 (centres undefined) | -12% | 1% | 0% | -6% | 38 | 10% | 8% | -7% | i
Cc1ccc(-n2c(CNc3ccc(F)cc3)nnc2SCC(=O)N2CCOCC2)cc1 | -12% | 13% | 9% | 1% | 14 | -2% | -7% | 14% | i
O=C(c1ccc2ccccc2n1)N1CCN(c2ccccc2O)CC1 | -4% | -7% | -2% | -2% | 14 | 5% | 8% | -4% | i
COc1ccc(-n2c(O)c(C=Nc3ccccc3)c3ccccc3c2=O)cc1OC | 7% | 1% | -5% | u | -11 | u | 0% | -13% | i
COc1ccc(N2COC3c4cccc5cccc(c45)C32)cc1 (centres undefined) | -14% | 4% | 4% | 1% | -10 | 23µM* | 0% | -6% | i
O=C(O)Cc1csc(NC(=O)CSc2nnnn2-c2ccc(O)cc2)n1 | x | -2% | -5% | u | 36 | -1% | -2% | 18% | i
O=S(=O)(c1ccccc1)N1CN(c2ccc(F)cc2F)c2nc3ccccc3nc21 | 6% | -24% | -14% | u | -7 | u | -16% | u | i
CC(NC(=O)C1CCN(C(=O)[C@@H]2Cc3ccccc3CN2)CC1)c1ccccc1 (some centres undefined) | 11% | -4% | 2% | 0% | -19 | 2% | 2% | 0% | i
O=C1Nc2ccccc2N=C(c2ccccc2)c2ccccc21 | 7% | -21% | -6% | -2% | x | 0% | -8% | u | u
O=S(=O)(NCCN1CCOCC1)c1cccc(C(F)(F)F)c1 | -19% | -1% | -11% | u | 25 | u | 0% | -6% | i
O=C1C=C(NC2CCCC2)CC(c2ccccc2)C1 (centres undefined) | 11% | u | -27% | u | 4 | u | u | u | i
CC(=O)N1N=C(c2ccc(C)o2)CC1c1ccc(F)cc1 (centres undefined) | 4% | 17% | 17% | 0% | -2 | -4% | 8% | 2% | i
Cc1nc(SCC(=O)Nc2ccc(F)cc2)c2oc3ccccc3c2n1 | -34% | 10% | u | -7% | -8 | u | 10% | -7% | u
CN(Cc1nc(-c2cccnc2)no1)S(=O)(=O)c1ccccc1 | 15% | 1% | 1% | -3% | 2 | 6% | 6% | u | i
Cc1ccc(-c2noc(CSc3ccccc3)n2)cc1 | 106%[activator] | 17% | 29% | -3% | 11 | u | 15% | 0% | i
O=S(=O)(c1ccc(-c2cc(C(F)(F)F)on2)s1)N1CCCC1 | -20% | -16% | -19% | 0% | 10 | 4% | 4% | 10% | i
CCc1ccc(/C=C2\Oc3cc(OS(C)(=O)=O)ccc3C2=O)cc1 | 4% | 13% | 4% | -5% | -20 | -4% | 6% | u | i
CCC1Sc2ccc(S(=O)(=O)Nc3cc(OC)cc(OC)c3)cc2NC1=O (centres undefined) | x | -6% | u | 9% | 33 | 15% | -10% | -2% | i
CN(C)S(=O)(=O)c1ccc(C(=O)Nc2ccc(F)cc2F)cc1 | 1% | -1% | -1% | -3% | -18 | 0% | -5% | 2% | i
COc1cccc(NC(=O)C2CCN(c3cnccn3)CC2)c1 | -11% | 16% | 8% | -21% | 9 | -2% | 9% | 9% | i
COC(=O)c1ccc(NC(CC(C)C)C(=O)OC)c([N+](=O)[O-])c1 (centres undefined) | 7% | 12% | 0% | -47% | 15 | 10% | -1% | u | u
CC(C)(C)c1ccc(CC(=O)N2CCC2(C)C(=O)NS(=O)(=O)c2ccc3c(c2)CCO3)cc1 (centres undefined) | 6% | 6% | 5% | x | 0 | x | 0% | 4% | i
Cc1nn(C)cc1/C=N/NC(=O)Cn1cncn1 | 12% | 15% | 8% | -54%[inhibitor] | 4 | -2% | 0% | 6% | i

Fetched by compound from the list above:
SMILES | ATXN2 expr inh | HT1080 IDH1KD tx | HT1080-NT tox | SW480 rerep | IL-1B inflam inh | MCF10A rereplic | KB-3-1 cytotox | KB-V1 cytotox | ATXN viability
Cc1nn(C)cc1/C=N/NC(=O)Cn1cncn1 | 12% | 15% | 8% | -54%[inhibitor] | 4 | -2% | 0% | 6% | i
CN(C)S(=O)(=O)c1ccc(C(=O)Nc2ccc(F)cc2F)cc1 | 1% | -1% | -1% | -3% | -18 | 0% | -5% | 2% | i
